Screening results from PubChem BioAssay.
ERG-DNA inh: qHTS for Small Molecule Inhibitors of the ERG Ets/DNA interaction. Transcriptional regulator ERG (Homo sapiens), P11308. fluorescence polarization, His-ERG Ets domain / labelled DNA. Potency, µM (highest dose often 76.9 µM), for the others: at the highest dose FP activity, negative = inhibition, usual class: inhibitors. hit rate 0.028% among 370,000. AID 624246, 2012; active = well fitted inhibition curve with a large enough effect in the polarisation, with a control signal flat; inconclusive = small, poorly fitted or top-dose-only effect, or effect the other way, or a change in a side signal; inactive = no such curve, though single readings can be large or run the other way; the % refers to the polarisation;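 also: polarization taken with two DNA probes labelled with fluorescein and Texas red; potency is read from the fitted curve at half-maximal effect; % of control where 0% means no effect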
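His-tagged ERG Ets domain (1 uM in the protein solution; 300mM KCl, 50mM Tris-HCl, 1mM EDTA, 1mM DTT, pH 7.5) received compound, then a probe mix of 5 nM fluorescein-DNA and 100nM Texas-615-DNA. Fluorescence polarization was read for both dyes.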
LDHA inh: qHTS assay for inhibitors of human lactate dehydrogenase; L-lactate dehydrogenase A chain (Homo sapiens), P00338; purified LDHA, NADH/diaphorase-resazurin fluorescence; hits give low values; activity change, % (values are at about 110 or 230 µM); hit rate 0.15% among 480,000; AID 1347041, 2019; in the data active = activity change below about -30%; inconclusive = mostly about -25% to -30%;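 also: plate controls were DMSO wells for no effect and wells without enzyme for full effect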
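Human LDH5 (2 nM) was incubated with 0.06 mM NADH and 0.2 mM pyruvate for 5 min at room temperature in Tris pH 7.4. Remaining NADH was coupled through diaphorase/resazurin, and resorufin fluorescence was read at 0 and 20 min.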
Vif-APOBEC3F blk: qHTS for Inhibitors of Vif-A3F Interactions: qHTS. HeLa A3F-eYFP + Vif (tagged APOBEC3F with the HIV-1 protein that degrades it), YFP fluorescence increase. Potency, µM (highest dose often 46.1 µM), inactives show at the top dose activity, negative = active. hit rate 0.2% among 390,000; also: potency is read from the fitted curve at half-maximal effect; % of control where 0% means no effect; nearly all actives have a fitted effect of over 65% in size
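HeLa cells stably expressing A3F-eYFP plus Vif, plated and incubated overnight at 37 deg C, then exposed to compounds overnight at 37 deg C. Blocked degradation read as raised yellow fluorescence (Ex 488/Em 500-530).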
Glioma ERSR ind: qHTS for Inducers of the Endoplasmic Reticulum Stress Response (ERSR) in Human Glioma: qHTS. Potency, µM, inactives show at the top dose activation, actives largely listed as activators. U87-MG GRP78 promoter luciferase reporter, 16 h. hit rate 0.02% among 420,000; also: potency is read from the fitted curve at half-maximal effect; series mostly up to about 76 µM; % of control where 0% means no effect; nearly all actives have a fitted effect of over 35% in size
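Stably transfected U87-MG glioma cells carrying a GRP78-based luciferase sensor; 16 h compound incubation. Luminescence end-point read 10 min after Bright-Glo addition at room temperature.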
D2 antagonist: HTS Assay for Allosteric Antagonists of the Human D2 Dopamine Receptor: Primary Screen for Antagonists; HEK293 TREx D2 cells, calcium flux, dopamine EC80; D(2) dopamine receptor (Homo sapiens), P14416; inhibition, % at 10 µM; hit rate 2% among 340,000; in the data active = inhibition above about 30%; also: 0% is about no effect
Target sequence (P14416 whole entry, looked up): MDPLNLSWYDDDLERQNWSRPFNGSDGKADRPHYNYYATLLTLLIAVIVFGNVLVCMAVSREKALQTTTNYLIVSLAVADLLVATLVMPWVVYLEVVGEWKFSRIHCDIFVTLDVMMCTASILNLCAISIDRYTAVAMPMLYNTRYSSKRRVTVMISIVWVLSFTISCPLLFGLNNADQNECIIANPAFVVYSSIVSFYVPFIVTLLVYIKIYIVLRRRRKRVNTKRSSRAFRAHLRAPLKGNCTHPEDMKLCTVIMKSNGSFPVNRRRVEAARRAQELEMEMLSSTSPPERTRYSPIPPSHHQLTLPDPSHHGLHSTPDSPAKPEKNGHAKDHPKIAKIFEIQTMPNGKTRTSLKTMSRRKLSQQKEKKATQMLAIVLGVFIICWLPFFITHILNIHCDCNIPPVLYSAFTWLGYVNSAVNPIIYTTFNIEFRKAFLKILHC
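Antagonism is scored as inhibition of an EC80 dopamine-evoked calcium signal in a force-coupled, tetracycline-inducible HEK293 T-REx D2 line, with compound present 180 s before agonist.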
D2 ag: HTS Assay for Allosteric Agonists of the Human D2 Dopamine Receptor: Primary Screen for Agonists; D(2) dopamine receptor (Homo sapiens), P14416; HEK293 T-REx D2 cells, calcium flux agonist mode; activation, % at 2 µM; hit rate 0.53% among 340,000;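 active = activation over 3 SD above normal in the single-dose calcium agonist read, cut at about 30% in these data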; also: 0% is about no effect
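Agonism scored from kinetic calcium signal (1 read/sec, 180 s) following compound pin transfer, after a 10 s baseline. Cells: HEK293 Trex line expressing inducible D2 receptor coupled to calcium, dye-loaded after overnight culture at 30 C.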
12-LOX inh: Primary qHTS assay for inhibitors of human arachidonate 12S-lipoxygenase (ALOX12): Round 2. Polyunsaturated fatty acid lipoxygenase ALOX12 (Homo sapiens), P18054. purified 12hLO, xylenol orange hydroperoxide absorbance. Potency, µM (doses to about 108 µM), for the others: top-dose activity change, negative = inhibition, actives largely listed as inhibitors. hit rate 1.1% among 580,000. AID 1671190, 2021; also: potency is read from the fitted curve at half-maximal effect; % is scaled to controls: 0 for no effect and ±100 for the full control effect
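Purified human 12hLO at 150 nM in 25 mM Hepes, 0.01% Triton X-100, pH 7.0, preincubated 15 min at room temperature with compound. Reaction started with 40 uM arachidonic acid, 30 min at room temperature. Hydroperoxide measured by Fe-xylenol orange, 573/405 nm absorbance ratio.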
RGS4 inh: Inhibitors of Regulator of G Protein Signaling (RGS) 4: qHTS; Regulator of G-protein signaling 4 (Homo sapiens), P49798; Potency, µM (doses to about 114 µM), for inactives: at the top dose activity change, negative = inhibition, hits mostly inhibitors; Transcreener GDP fluorescence polarization, RGS4-accelerated GTP hydrolysis; hit rate 0.039% among 390,000; also: potency is read from the fitted curve at half-maximal effect; % is scaled to controls: 0 for no effect and ±100 for the full control effect; nearly all actives have a fitted effect of over 75% in size; some results filed as inactive show a strong effect at the top dose
Target sequence (P49798 whole entry, looked up): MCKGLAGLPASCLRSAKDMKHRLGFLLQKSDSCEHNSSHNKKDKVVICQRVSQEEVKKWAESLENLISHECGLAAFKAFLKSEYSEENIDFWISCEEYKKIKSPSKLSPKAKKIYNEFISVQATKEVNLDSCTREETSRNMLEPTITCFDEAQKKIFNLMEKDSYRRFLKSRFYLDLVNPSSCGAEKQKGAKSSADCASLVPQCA
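MLSMR compounds (23 nl, pin-transferred) preincubated 10 min at room temperature with a 500nM (2x) first reagent, then RGS4 at 900nM (2x) plus Transcreener GDP mix added; fluorescence polarization (620/688 nm) read before and after 90 min at 30 °C.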
Vif-APOBEC3G blk: qHTS for Inhibitors of Vif-A3G Interactions: qHTS; Potency, µM (titrated, usually from 46.1 µM), inactives show at the top dose activity, negative = active, most hits filed as inhibitors; hit rate 0.076% among 410,000; HeLa A3G-eYFP + Vif (tagged APOBEC3G with the HIV-1 protein that degrades it), YFP fluorescence, overnight; AID 602310, 2012;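 also: potency is read from the fitted curve at half-maximal effect; % is scaled to controls: 0 for no effect and ±100 for the full control effect; nearly all actives have a fitted effect of over 60% in size; hits raise eYFP signal because A3G escapes Vif-driven loss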
Target sequence (Q9HC16 whole entry, looked up): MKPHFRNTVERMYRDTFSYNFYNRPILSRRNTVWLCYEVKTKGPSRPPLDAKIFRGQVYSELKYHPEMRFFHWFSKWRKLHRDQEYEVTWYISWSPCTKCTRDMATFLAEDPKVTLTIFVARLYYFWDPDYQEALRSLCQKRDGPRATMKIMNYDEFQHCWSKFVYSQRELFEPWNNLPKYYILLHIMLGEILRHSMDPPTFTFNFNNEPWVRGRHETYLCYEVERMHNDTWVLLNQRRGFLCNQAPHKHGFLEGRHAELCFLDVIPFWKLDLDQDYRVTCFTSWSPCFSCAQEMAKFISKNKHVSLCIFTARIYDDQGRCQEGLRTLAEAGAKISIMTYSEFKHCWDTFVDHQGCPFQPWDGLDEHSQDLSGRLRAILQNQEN
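HeLa cells stably expressing Vif and C-terminally eYFP-tagged A3G, seeded overnight at 37 deg C, then exposed to compound by pintool overnight at 37 deg C. Rise in yellow fluorescence (Ex 488/Em 500-530, Acumen) marks blocked Vif-driven A3G degradation.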
The depositor's hits bear a star; ? = inconclusive; . = not tested or not shown; [ ] = dose if it differs, or a comment. Unless noted, calls follow the shape of the dose curve; as a rule, active = well fitted curve in the direction sought with a large enough effect; inconclusive = small, poorly fitted or top-dose-only effect, or another doubt; inactive = no such curve, though single readings can be large; an effect the other way counts as inactive or inconclusive.

SMILES | ERG-DNA inh | LDHA inh | Vif-APOBEC3F blk | Glioma ERSR ind | D2 antagonist | D2 ag | 12-LOX inh | RGS4 inh | Vif-APOBEC3G blk
Cc1ccc(C)c(S(=O)(=O)N2CCN(C(=O)c3ccc(C)s3)CC2)c1 | 0% | -8 | 4% | -3% | -2 | 0.5 | -7% | -1% | 1%
O=C(NC(=S)Nc1ccc(O)cc1)C1CCCC1 | -7% | -2 | 8% | 2% | -35 | -0.3 | 1% | -41% | 3%
C#CCn1ccc(O)c(Cc2c(F)cccc2Cl)c1=O | ? | 1 | 3% | 6% | -2 | -0.2 | 0% | 4% | -12%
CCOc1ccc(-c2nnc(SCC(=O)NC3CCCC3)nc2-c2ccc(OCC)c(OC)c2)cc1OC | -10% | -12 | -9% | -3% | . | -0.1 | -18% | 2% | -3%
Cc1ccc(C)c(NC(=O)COC(=O)CCc2ccc(S(=O)(=O)N3CCOCC3)cc2)c1 | 0% | -3 | 3% | -3% | -39 | 0.6 | 4% | -11% | 0%
Cc1cc(CNC(=O)Cc2ccc(F)cc2)c2ccccc2n1 | 0% | -9 | -1% | 3% | 1 | -1.0 | 22% | -27% | -4%
CCOCCn1c(=NC(=O)c2cc3ccccc3oc2=O)sc2cc(S(N)(=O)=O)ccc21 | -3% | -6 | -14% | -5% | 22 | 1.5 | -14% | 15% | 3%
CCOc1ccc(NC(=O)C23CC4CC(C2)CC(c2ccccc2)(C4)C3)cc1 | 1% | 1 | -1% | -2% | 31* | -0.3 | 0% | 6% | 2%
CCN1CCN(C(=O)C2CCN(C(=O)c3cc4sccc4n3CC)CC2)CC1 | -10% | 0 | -5% | -5% | 3 | -1.0 | 9% | -31% | 3%
Cc1cccc(NC(=O)C2CCCN(c3nc4ccccc4s3)C2)c1C (stereo not drawn) | 5% | 1 | 4% | -2% | . | 0.2 | -4% | -17% | -1%
COc1cccc(C(=O)OCC(=O)c2c(N)n(C)c(=O)n(C)c2=O)c1 | -8% | -7 | -2% | -7% | -13 | 0.8 | 10% | 29% | -11%
Cc1cc(NCCCN(C)C)n2c(nc3ccccc32)c1C#N | 18% | 5 | 15% | ? | -6 | 0.3 | 30% | -21% | 5%
O=C(CSC1CC(=O)N(CCc2ccccc2)C1=O)Nc1ccc(Cl)cc1 (stereo not drawn) | -1% | -7 | -16% | 0% | -30 | 49* | -22% | -16% | 0%
O=C(Nc1cccc2ccccc12)ON=C1CCCCC1 | -2% | 28 | 1% | 2% | . | . | -21% | -34% | 0%
COCCNc1cc(N)c([N+](=O)[O-])cc1[N+](=O)[O-] | -11% | 4 | 3% | -5% | -10 | -0.1 | ? | 3% | -2%
O=C(c1ccc(Cl)c(Cl)c1)N1CCC(=O)N(C(COCc2cccc(Cl)c2)Cc2ccccc2)CC1 (stereo not drawn) | 3% | 2 | 2% | -3% | 6 | 1.4 | -27% | -10% | -1%
Cc1cc(C)cc(OCC(=O)Nc2ccccc2C(=O)N2CCOCC2)c1 | -4% | 3 | -16% | -6% | -11 | 1.1 | ? | 3% | 2%
CCc1cccc(N(C(=O)c2csnn2)C(C(=O)NC(C)(C)CC)c2ccccn2)c1 (stereo not drawn) | -17% | -6 | -3% | -1% | -11 | -1.8 | 11% | 9% | -1%
Cc1ccc(NC(=O)Cn2c(C)cc(C)c(C#N)c2=O)cc1F | -2% | 2 | 2% | -3% | . | . | 0% | -6% | 2%
O=[N+]([O-])c1cc2c(cc1/C=N/n1c(-c3ccccn3)n[nH]c1=S)OCO2 | . | -2 | -11% | -5% | 3 | 1.1 | ? | -36% | 1%
Cc1ccc(-n2nnc3c(=O)oc4ccccc4c32)cc1 | -5% | -1 | -10% | 4% | . | . | 370%[activator] | -6% | -21%
Cc1ccc(S(=O)(=O)N2C[C@H]3n4c(=O)ccc(=O)n4C[C@H](OC(=O)NCc4ccco4)[C@@]3(O)C2)cc1 | . | 3 | 5% | -10% | . | . | -6% | . | -11%
Cn1c(Cc2ccccc2)[n+](C)c2ccccc21 | 9% | -4 | 2% | 4% | -33 | 0.2 | 4% | 20% | 2%
O=C(NCc1ccccc1)C1=C[C@H](c2ccc(C(F)(F)F)cc2)C[C@H](OCc2ccc(CO)cc2)O1 | 0% | 1 | -1% | -5% | -4 | -0.2 | -18% | -1% | -4%

The last four entries of the part before open the next one:
SMILES | ERG-DNA inh | LDHA inh | Vif-APOBEC3F blk | Glioma ERSR ind | D2 antagonist | D2 ag | 12-LOX inh | RGS4 inh | Vif-APOBEC3G blk
Cc1ccc(-n2nnc3c(=O)oc4ccccc4c32)cc1 | -5% | -1 | -10% | 4% | . | . | 370%[activator] | -6% | -21%
Cc1ccc(S(=O)(=O)N2C[C@H]3n4c(=O)ccc(=O)n4C[C@H](OC(=O)NCc4ccco4)[C@@]3(O)C2)cc1 | . | 3 | 5% | -10% | . | . | -6% | . | -11%
Cn1c(Cc2ccccc2)[n+](C)c2ccccc21 | 9% | -4 | 2% | 4% | -33 | 0.2 | 4% | 20% | 2%
O=C(NCc1ccccc1)C1=C[C@H](c2ccc(C(F)(F)F)cc2)C[C@H](OCc2ccc(CO)cc2)O1 | 0% | 1 | -1% | -5% | -4 | -0.2 | -18% | -1% | -4%
CC1CCN(CC(=O)N2CCc3ccccc32)CC1 | 0% | 0 | 4% | 4% | 54* | 0.3 | -4% | 13% | 0%
NS(=O)(=O)c1ccc(CCNC(=O)C2(S(=O)(=O)c3ccc(Cl)cc3)CC2)cc1 | -4% | -3 | 8% | -4% | 2 | 2.1 | 4% | -5%[56.9 µM] | 0%
Cn1ncc([N+](=O)[O-])c1C(=O)Nc1ccc(-c2nc3ccccc3o2)cc1 | 5% | -5 | -12% | -4% | 1 | 0.7 | 5% | -4% | -1%
COc1cc(OC)cc(-c2nc3n(n2)C(c2ccccc2)C(C(N)=O)=C(C)N3)c1 (stereo not drawn) | 4% | 2 | -3% | -2% | . | 0.5 | 0% | 10% | -2%
CCOc1cc(CNC(=O)c2ccc(C)c(NC(=O)c3nsc4ccccc34)c2)ccc1OC | 2% | -1 | 2% | -2% | . | . | -24% | -23% | 0%
CC(C)c1cc2c(c(O)c1O)[C@@]13CCCC(C)(C)C1CC2OC3=O (stereo partly drawn) | -4% | 22 | -10% | -6% | 9 | 0.4 | ? | ? | ?
COC(=O)c1ccc(Nc2nc(N3CCOCC3)nc(N3CCOCC3)n2)cc1 | 7% | -1 | -7% | -5% | -12 | -0.6 | ? | -2%[11.4 µM] | -2%
CC1CCN(CC(=O)c2cccs2)CC1 | 3% | -2 | 0% | -1% | 4 | 0.7 | 0% | -3% | 3%
N#Cc1c(C(F)(F)F)cc(-c2cccs2)nc1SCc1ccc(F)cc1 | 2% | 0 | -8% | -3% | . | . | -25% | 7% | 1%
Cc1nc(NC(=O)/C=C/c2ccc(C(C)(C)C)cc2)sc1C(=O)N(C)C | 13% | -5 | 4% | -1% | 6 | 0.0 | -5% | -31% | 2%
C=C(C)COc1ccc(-c2ncnc(C(F)(F)F)c2-c2ccc(OC)cc2)c(O)c1 | 5% | 2 | 1% | -4% | -20 | -0.5 | -5% | 9% | 0%
OC(c1ccc(Cl)cc1)C(CN1CCOCC1)c1ccccc1 (stereo not drawn) | 13% | -1 | ? | -3% | -20 | 0.9 | ? | -29%[56.9 µM] | -1%
CCSc1nc2ccccc2n1Cc1nc(N)nc(N(C)C)n1 | . | 2 | -9% | -2% | -23 | -0.1 | -8% | -5% | -1%
CSCCC(NC(=O)COc1ccccc1)C(=O)NC1CCC(C)CC1 (stereo not drawn) | . | -1 | 7% | -2% | 11 | -0.4 | -22% | -16% | 0%
COC(=O)Nc1ccc(S(=O)(=O)N2CCC(C(=O)NCc3ccc4c(c3)OCO4)CC2)cc1 | 4% | -12 | 2% | -1% | . | . | -2% | -3% | 1%
COc1ccc(-c2nc(SCC(=O)N(CC(C)C)c3c(N)n(Cc4ccccc4)c(=O)[nH]c3=O)n[nH]2)cc1 | 0% | -9 | -11% | 2% | -10 | 0.5 | -25% | 3% | -10%

Only part of the results is shown; count on the stated rates, not on these rows.
